Bioassay records from PubChem.
GC-B act = human GC-B receptor activators, primary screen, HEK293 GC-B cells, cGMP TR-FRET, EC30 CNP. 0% at EC30 CNP, 100% saturating CNP. 0.11% of 370,000 active. AID 1920062, 2024. activation, % at 10 µM;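 active means activation at 10 µM reaching about 35% in either raw or pattern-adjusted values, limit read from the data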
NR1D1 modulator = modulators of Rev-erb alpha DNA binding, primary screen, biochemical, FITC-DNA, fluorescence polarization, uHTS. Nuclear receptor subfamily 1 group D member 1 (Homo sapiens), P20393. Rev-erbα–FITC-DNA binding, 90 min. activity, % at 10 µM. 0.79% of 370,000 active. AID 1259318, 2017;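 active means activity above about 14%, limit read from the data; passing the limit was not always enough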;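 further: 0% = DMSO wells with 35 nM protein and 100% = DMSO wells with 750 nM protein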
PG9 binder = binders of HIV-1 gp120 antibody PG9, primary screen, biochemical, TR-FRET. TR-FRET gp120-PG9 antibody binding. inhibition, % at 6.7 µM. 0.43% of 360,000 active. AID 624416, 2012; in the data active means inhibition above about 8.5%
rCAG binder = binders of r(CAG) RNA repeats, primary screen, biochemical, fluorescence. r(CAG) RNA repeat, TO-PRO-1 dye displacement fluorescence. inhibition, % at 3 µM. 1.3% of 370,000 active;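 active means inhibition above the plate cutoff, the mean of all test compounds on that plate plus 3 SD, cut at about 35% in these data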;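 further: 0% = DMSO alone and 100% = 100 µM mitoxantrone as full dye displacement; higher means more dye released from RNA so lower well fluorescence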
ABHD4 inh = ABHD4 inhibitors, primary screen, biochemical, fluorescence polarization, mouse; (Lyso)-N-acylphosphatidylethanolamine lipase (Mus musculus), Q8VD66; purified mABHD4, FP-Rh probe fluorescence polarization; inhibition, % at 8.92 µM; 0.54% of 370,000 active; AID 720543, 2013;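 active means inhibition exceeding the mean over every tested compound plus 3 SD, cut at about 30% in these data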;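 further: 0% = plate median of compound wells and 100% = S159A mutant with DMSO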
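Assay system: mABHD4 protein; medium: HEPES pH 7.0, NaCl, Pluronic buffer; dosing: 8.92 µM, single dose; schedule: 45 min + 60 min at 25 °C; signal: FP readout, ex 525 nm / em 598 nm; read-out: normalized percent inhibition of probe labeling; repeats: single replicate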
ASAP1 GAP inh = inhibitors of human ASAP1 ArfGAP activity, primary screen, biochemical, fluorescence polarization. ASAP1-stimulated ARF1 GTP hydrolysis, GDP FP detection. inhibition, % at 16.5 µM. 0.19% of 360,000 active. AID 624377, 2012; in the data active means inhibition above about 25%;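 further: 0% = vehicle with enzyme and substrate and 100% = no enzyme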
Target sequence (Q9ULH1 325-724 limits assumed): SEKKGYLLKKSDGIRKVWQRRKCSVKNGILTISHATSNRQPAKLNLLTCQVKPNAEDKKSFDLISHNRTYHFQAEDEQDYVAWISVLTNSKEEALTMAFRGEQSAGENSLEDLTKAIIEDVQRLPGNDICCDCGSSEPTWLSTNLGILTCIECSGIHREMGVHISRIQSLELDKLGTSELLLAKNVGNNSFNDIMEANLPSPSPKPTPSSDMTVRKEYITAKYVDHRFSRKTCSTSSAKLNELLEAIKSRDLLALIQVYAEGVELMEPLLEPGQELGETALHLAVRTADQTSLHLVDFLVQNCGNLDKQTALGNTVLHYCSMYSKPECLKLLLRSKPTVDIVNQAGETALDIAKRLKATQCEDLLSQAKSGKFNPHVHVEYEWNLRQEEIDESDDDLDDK
HTRA1 inhibitor = HTRA1 serine protease inhibitors, primary screen, biochemical, fluorescence polarization, HTS. Q92743. recombinant HTRA1, FP-rhodamine activity-based probe. inhibition, % at 5.96 µM. 0.5% of 340,000 active. AID 504803, 2011; in the data active means inhibition above about 36%;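 further: 0% = enzyme with DMSO and 100% = wells lacking enzyme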
Target sequence (Q92743 whole entry, looked up): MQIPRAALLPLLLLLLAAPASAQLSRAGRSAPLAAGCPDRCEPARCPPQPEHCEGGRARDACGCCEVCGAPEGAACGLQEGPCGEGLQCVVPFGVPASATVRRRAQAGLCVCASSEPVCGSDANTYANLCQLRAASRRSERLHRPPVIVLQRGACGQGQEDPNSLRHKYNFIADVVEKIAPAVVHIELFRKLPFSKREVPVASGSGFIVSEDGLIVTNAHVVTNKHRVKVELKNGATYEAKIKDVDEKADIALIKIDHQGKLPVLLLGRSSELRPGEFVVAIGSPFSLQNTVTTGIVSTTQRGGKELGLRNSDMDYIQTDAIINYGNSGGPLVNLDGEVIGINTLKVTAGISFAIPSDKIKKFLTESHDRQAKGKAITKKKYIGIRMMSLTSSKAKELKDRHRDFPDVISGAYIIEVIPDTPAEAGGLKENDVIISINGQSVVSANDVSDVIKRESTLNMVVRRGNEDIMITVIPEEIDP
ARFGAP1 inhibitor = inhibitors of rat ARFGAP1 GAP activity, primary screen, biochemical, fluorescence polarization, GDP tracer; ADP-ribosylation factor GTPase-activating protein 1 (Rattus norvegicus), Q62848; Arfgap1-stimulated ARF1 GTP hydrolysis, GDP FP detection; inhibition, % at 16.5 µM; 0.26% of 360,000 active; AID 651572, 2012;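 active means inhibition above a per-plate limit, mean inhibition of low control wells plus 3 SD, cut at about 25% in these data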;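 further: 0% = DMSO wells with enzyme and 100% = wells lacking Arfgap1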
Target sequence (Q62848 1-136 limits assumed): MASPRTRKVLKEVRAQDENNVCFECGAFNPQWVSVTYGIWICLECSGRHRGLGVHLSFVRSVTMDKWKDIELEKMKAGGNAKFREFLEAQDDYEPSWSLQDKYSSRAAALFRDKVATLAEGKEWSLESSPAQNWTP
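Assay system: Rat Arfgap1 GAP domain (His6, aa 1-136), purified enzyme | Buffer or medium: HEPES 25 mM pH 7.5, NaCl 150 mM, MgCl2, DTT | Schedule: GTP hydrolysis reaction 2 h at 25 °C | Signal: FP of antibody-bound GDP Alexa 633 tracer, ex 620/em 688 nm | Measure: Percent inhibition of Arfgap1-stimulated GTP hydrolysis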
SMARCA2 activ = SMARCA2 (BRM) function activators, primary screen, cell-based, luminescence, high throughput; MG213 cells, MMTV-luciferase reporter, dexamethasone, overnight; activation, % at 9.1 µM; 1% of 370,000 active; in the data active means activation above about 7.8%;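 further: 0% = vehicle wells and 100% = reference activator wells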
GC-A act = GC-A stimulated cGMP production enhancers – HEK293 GC-A cells, cGMP TR-FRET, EC30 ANP, primary screen; Atrial natriuretic peptide receptor 1 (Homo sapiens), P16066; 0% at EC30 ANP, 100% saturating ANP; activation, % at 10 µM; 0.14% of 370,000 active; in the data active means activation above about 40%
Numbers without * were called inactive. An unsorted share of the library (roughly 4.4% active in at least one column).

Screening O=C(NC(=S)Nc1cccc(O)c1)c1cncc(Br)c1 returned GC-B act -1, NR1D1 modulator 1, PG9 binder -0.5, rCAG binder -2, ABHD4 inh -3, ASAP1 GAP inh -4, HTRA1 inhibitor -3, ARFGAP1 inhibitor -11, SMARCA2 activ 2 and GC-A act -2.
Screening Cc1ccc(C)n1-c1ccc(C(=O)NN=C2CCCC2)cc1 returned GC-B act 1, NR1D1 modulator -7, PG9 binder 0.0, rCAG binder 14, ABHD4 inh 9, ASAP1 GAP inh 3, HTRA1 inhibitor 0, ARFGAP1 inhibitor 5, SMARCA2 activ -1 and GC-A act 1.
Screening O=S1(=O)c2c(cccc2N2CCC[C@H]2CO)O[C@@H]2CCN1C2 returned GC-B act 4, NR1D1 modulator -5, rCAG binder 6, ABHD4 inh 6, SMARCA2 activ -1 and GC-A act 2.
NC(=O)C1CCN(S(=O)(=O)c2cccc(C(=O)O)c2)CC1 was read as GC-B act 4, NR1D1 modulator 1, PG9 binder -1.3, rCAG binder 1, ABHD4 inh 1, ASAP1 GAP inh 4, HTRA1 inhibitor 4, ARFGAP1 inhibitor -4, SMARCA2 activ -3 and GC-A act -2.
For COc1ccc(C(=O)NCCS(=O)(=O)N(C)C2CCCCC2)cc1 the results were GC-B act 1, NR1D1 modulator -5, PG9 binder -1.4, rCAG binder -3, ABHD4 inh 2, ASAP1 GAP inh 3, HTRA1 inhibitor 0, ARFGAP1 inhibitor 6, SMARCA2 activ 1 and GC-A act 1.
`Cc1cc(C(=O)CSc2nc(N)cc(N)n2)c(C)n1-c1cccc(C(F)(F)F)c1` gave GC-B act 1, NR1D1 modulator 10, PG9 binder -1.5, rCAG binder 4, ABHD4 inh -7, ASAP1 GAP inh 6, HTRA1 inhibitor -23, ARFGAP1 inhibitor -7, SMARCA2 activ 0 and GC-A act -7.
`CC(C)(C)c1nnc(N/N=C/c2ccccc2)n(N)c1=O` gave GC-B act -1, NR1D1 modulator 7, PG9 binder 0.0, rCAG binder -9, ABHD4 inh 2, ASAP1 GAP inh 1, HTRA1 inhibitor 5, ARFGAP1 inhibitor 1, SMARCA2 activ -4 and GC-A act 2.
For CN(C)c1ccc(NC(=O)Nc2csc3ccccc23)cc1 the results were GC-B act -2, NR1D1 modulator 2, PG9 binder -7.2, rCAG binder 19, ABHD4 inh 16, ASAP1 GAP inh 14, ARFGAP1 inhibitor -2, SMARCA2 activ 3 and GC-A act 5.
COc1ccccc1C(=O)COC(=O)Cn1nc(C)c([N+](=O)[O-])c1C was read as GC-B act 4, NR1D1 modulator -1, PG9 binder -2.4, rCAG binder 2, ABHD4 inh -7, ASAP1 GAP inh -4, HTRA1 inhibitor 2, ARFGAP1 inhibitor -17, SMARCA2 activ -1 and GC-A act 0.
Screening CC(OC(=O)C1=COCCO1)C(=O)NC1CCCCC1C (configuration not stated) returned GC-B act 1, NR1D1 modulator -6, PG9 binder 0.4, rCAG binder 1, ABHD4 inh 6, ASAP1 GAP inh -10, HTRA1 inhibitor 3, ARFGAP1 inhibitor 11, SMARCA2 activ -1 and GC-A act 4.
For O=C(c1ccoc1)N1CCCC(N2CCN(c3cccc(C(F)(F)F)c3)CC2)C1 (configuration not stated) the results were GC-B act 2, NR1D1 modulator 2, PG9 binder -1.5, rCAG binder -12, ABHD4 inh 3, ASAP1 GAP inh 10, HTRA1 inhibitor 4, ARFGAP1 inhibitor -1, SMARCA2 activ -1 and GC-A act 0.
CN(C(=O)COC(=O)c1ccccc1SCC(=O)N1CCCC1)c1ccccc1 was read as GC-B act 4, NR1D1 modulator -2, PG9 binder -1.3, rCAG binder -7, ABHD4 inh -2, ASAP1 GAP inh 3, HTRA1 inhibitor 8, ARFGAP1 inhibitor -10, SMARCA2 activ 2 and GC-A act 3.
`CC(=O)Nc1ccc(S(=O)(=O)N(C#N)c2nc(C)cc(C)n2)cc1` gave GC-B act 3, NR1D1 modulator -2, PG9 binder -1.4, rCAG binder 3, ABHD4 inh -4, ASAP1 GAP inh 17, HTRA1 inhibitor 0, ARFGAP1 inhibitor -7, SMARCA2 activ 0 and GC-A act 1.
Cc1cccc(CSCCNC(=O)CSCc2ccc([N+](=O)[O-])cc2)c1 was read as GC-B act 0, NR1D1 modulator 0, PG9 binder -2.4, rCAG binder -4, ABHD4 inh -5, ASAP1 GAP inh -6, HTRA1 inhibitor -14, ARFGAP1 inhibitor 8, SMARCA2 activ -4 and GC-A act -8.
CN(C)c1ccc(NC(=O)Cn2ncn3c(cc4ccccc43)c2=O)cc1 was read as GC-B act -4, NR1D1 modulator -13, PG9 binder -3.8, rCAG binder 12, ABHD4 inh 9, ASAP1 GAP inh -17, HTRA1 inhibitor 11, ARFGAP1 inhibitor 8, SMARCA2 activ 1 and GC-A act 0.
Screening Cc1ccc(-c2nnc(CSc3nc4cc5c(cc4cc3C)OCO5)o2)cc1 returned GC-B act -3, NR1D1 modulator 12, PG9 binder -1.1, rCAG binder 2, ABHD4 inh 1, ASAP1 GAP inh 12, HTRA1 inhibitor 1, ARFGAP1 inhibitor 9, SMARCA2 activ -1 and GC-A act -2.
O=C(c1cccnc1)N1CCN(CCCc2ccccc2)CC1 was read as GC-B act 5, NR1D1 modulator 1, PG9 binder 0.3, rCAG binder -6, ABHD4 inh 8, ASAP1 GAP inh -3, HTRA1 inhibitor 3, ARFGAP1 inhibitor 8, SMARCA2 activ 1 and GC-A act -1.
Screening COc1ccc(/C=C/C(=O)C23CC4CC(CC(C4)C2)C3)cc1CN1CCOCC1 returned GC-B act 2, NR1D1 modulator 3, PG9 binder -2.3, rCAG binder -7, ABHD4 inh 4, ASAP1 GAP inh -2, HTRA1 inhibitor -11, ARFGAP1 inhibitor -12, SMARCA2 activ -4 and GC-A act -3.
`COc1ccc(CNC(=O)CCCn2nc(C)n3ccnc3c2=O)cc1` gave GC-B act -3, NR1D1 modulator 3, PG9 binder 1.3, rCAG binder 2, ABHD4 inh 3, ASAP1 GAP inh -11, HTRA1 inhibitor -1, ARFGAP1 inhibitor 2, SMARCA2 activ 5 and GC-A act -3.
`CC(C)Oc1ccc(C(=O)N2CCN(C(=O)c3ccco3)CC2)cc1` gave GC-B act 2, NR1D1 modulator -3, PG9 binder -0.9, rCAG binder -8, ABHD4 inh 5, ASAP1 GAP inh -6, HTRA1 inhibitor 7, ARFGAP1 inhibitor 1, SMARCA2 activ -3 and GC-A act -3.
O=C(Cn1cnc2cc([N+](=O)[O-])ccc2c1=O)NC(=O)NCc1ccccc1 was read as GC-B act -5, NR1D1 modulator -6, PG9 binder -1.9, rCAG binder 13, ABHD4 inh 1, ASAP1 GAP inh 1, HTRA1 inhibitor 6, ARFGAP1 inhibitor 15, SMARCA2 activ 0 and GC-A act -4.
For CC(=O)c1sc(=S)n(Cc2ccccc2)c1C the results were GC-B act 1, NR1D1 modulator -2, PG9 binder -0.3, rCAG binder -4, ABHD4 inh -4, ASAP1 GAP inh -11, HTRA1 inhibitor -7, ARFGAP1 inhibitor 0, SMARCA2 activ -1 and GC-A act 1.
Screening Cc1ccc(C(=O)N2CCN(c3ccc(NC(=O)c4ccc(Br)o4)cc3)CC2)cc1 returned GC-B act 2, NR1D1 modulator 1, PG9 binder -0.2, rCAG binder -7, ABHD4 inh 7, ASAP1 GAP inh -13, HTRA1 inhibitor 1, ARFGAP1 inhibitor -2, SMARCA2 activ -2 and GC-A act -3.
`CCC(CO)NS(=O)(=O)c1cc(-c2nn(C)c(=O)c3ccccc23)ccc1C` (configuration not stated) gave GC-B act 5, NR1D1 modulator -3, PG9 binder 0.4, rCAG binder -5, ABHD4 inh 0, ASAP1 GAP inh -6, HTRA1 inhibitor 6, ARFGAP1 inhibitor -2, SMARCA2 activ 2 and GC-A act 2.
Screening NC(=O)CSc1nc2ccccc2c(=O)n1Cc1ccccc1 returned GC-B act -6, NR1D1 modulator 6, PG9 binder -3.0, rCAG binder 3, ABHD4 inh 0, ASAP1 GAP inh 4, HTRA1 inhibitor 7, ARFGAP1 inhibitor -10, SMARCA2 activ -1 and GC-A act -9.
Screening CCOC(=O)c1ccc(N=Nc2c(C)[nH]n(-c3ccccc3)c2=O)cc1 returned GC-B act -3, NR1D1 modulator 1, PG9 binder -2.1, rCAG binder -1, ABHD4 inh -2, ASAP1 GAP inh 6, HTRA1 inhibitor 8, ARFGAP1 inhibitor -4, SMARCA2 activ -1 and GC-A act 2.
For COc1ccccc1C(=O)NNC(=O)c1cccc(Br)c1 the results were GC-B act 1, NR1D1 modulator 1, PG9 binder -1.2, rCAG binder -2, ABHD4 inh -2, ASAP1 GAP inh 7, HTRA1 inhibitor -5, ARFGAP1 inhibitor 1, SMARCA2 activ 6 and GC-A act 3.
For CCOC(=O)CSc1nnc(CSc2nc3ccccc3c(=O)[nH]2)n1-c1ccccc1 the results were GC-B act -4, NR1D1 modulator 4, PG9 binder 0.1, rCAG binder -4, ABHD4 inh -3, ASAP1 GAP inh -1, HTRA1 inhibitor 0, ARFGAP1 inhibitor 11, SMARCA2 activ 0 and GC-A act 2.
Screening C=CCn1c(SCc2cccc(C(F)(F)F)c2)nnc1-c1ccc(OC)cc1 returned GC-B act 0, NR1D1 modulator -5, rCAG binder -4, ABHD4 inh 1, SMARCA2 activ -6 and GC-A act -6.
`CC(C)c1nnc(NC(=O)CCC(=O)NCc2cccs2)s1` gave GC-B act -2, NR1D1 modulator -6, PG9 binder -2.4, rCAG binder -5, ABHD4 inh 5, ASAP1 GAP inh -2, HTRA1 inhibitor 3, ARFGAP1 inhibitor 1, SMARCA2 activ 4 and GC-A act 0.
Cc1ccc(-c2nc(Nc3ccc(N4CCOCC4)cc3)c3ccccc3n2)cc1 was read as GC-B act -6, NR1D1 modulator 0, PG9 binder -1.3, rCAG binder 11, ABHD4 inh 2, ASAP1 GAP inh 5, ARFGAP1 inhibitor 8, SMARCA2 activ 4 and GC-A act -2.
CCC1(C)NC(=O)N(CC(=O)c2cc(C)n(C3CC3)c2C)C1=O (configuration not stated) was read as GC-B act 6, NR1D1 modulator -2, PG9 binder 0.7, rCAG binder -3, ABHD4 inh 5, ASAP1 GAP inh 1, HTRA1 inhibitor -2, ARFGAP1 inhibitor -14, SMARCA2 activ -1 and GC-A act 1.
O=C(CSc1ccccn1)N1CCN(c2ccccc2)CC1 was read as GC-B act -2, NR1D1 modulator 0, HTRA1 inhibitor 0 and GC-A act 0.
